Compound activity as filed in PubChem BioAssay.
Giardia killer = Small Molecules that selectively kill Giardia lamblia: qHTS; 340,000 tested, 0.15% active; activity change, % at 7.66 µM, hits read low; Giardia lamblia trophozoite viability; in the data active means activity change below about -80%; inconclusive means between about -30% and that limit;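 further: parasites exposed to compound for two days anaerobically before the ATP read; on the % scale 0 is the no-effect control and ±100 the full control effect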
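Trophozoite viability was measured as ATP-dependent luminescence, read 15-30 min after reagent addition. Before that, parasites at 100 cells/well were exposed to compounds for 48 h, anaerobically, at 37 deg C.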
BCR signal inh = qHTS Assay to Find Inhibitors of Chronic Active B-Cell Receptor Signaling. ABC-DLBCL IkBa-CBG/CBR reporter, luminescence ratio, 4 h. Potency, µM (doses to about 46.1 µM), for inactives: at the highest dose ratio change, negative = lower green/red ratio, usual class: inhibitors. 340,000 tested, 0.05% active. AID 493014, 2011; active means well fitted inhibition curve with a large enough effect in the signal ratio, with a control signal flat, not every such curve was filed as active; inconclusive means small, poorly fitted or top-dose-only effect, or effect the other way, or a change in a side signal; the % refers to the signal ratio;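 further: potency means the concentration at half of the fitted maximal effect; plate controls were basal doxycycline-induced cells for no effect and cells given 10 µM MG132 for full effect; MG132 reads +100%, hits lower the ratio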
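TMD8 ABC-DLBCL cells carrying doxycycline-inducible green luciferase fused to IkappaBalpha plus unfused red luciferase were exposed to compounds (up to 46 uM) for 4 hrs at 37C. Activity came from the overlap-corrected green/red luminescence ratio.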
TSG101-PTAP inh = qHTS Assay for Iinhibitors of HIV-1 Budding by Blocking the Interaction of PTAP/TSG101 | Tumor susceptibility gene 101 protein (Homo sapiens), Q99816 | Fluorescence polarization, FITC-PTAP peptide / Tsg101 binding | Potency, µM (titrated, usually from 115 µM), inactives show at the top dose activity change, negative = inhibition, actives largely listed as inhibitors | 340,000 tested, under 10 active | AID 493005, 2010; active means well fitted inhibition curve with a large enough effect in the main read-out, with a control signal flat, not every such curve was filed as active; inconclusive means small, poorly fitted or top-dose-only effect, or effect the other way, or a change in a side signal; inactive means no such curve, though single readings can be large or run the other way; further: potency means the concentration at half of the fitted maximal effect; % of control where 0% means no effect
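Fluorescence polarization binding of Tsg101 binding domain (10 uM final) to FITC-labeled PTAP peptide (50 nM final) in HEPES pH 7.5 buffer with NaCl, Tween 20, EDTA, TCEP. Compounds added before peptide; binding 20 min at RT.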
Coupling enz = qHTS Assay for Inhibitors of Fructose-1,6-bisphosphate Aldolase from Giardia Lamblia: Coupling assay counterscreen. activity change, negative = inhibition, % at 58.2 µM, hits read low. AID 2472, 2010. 290,000 tested, 0.67% active. coupling enzyme system counterscreen, AmpLite Red fluorescence; in the data active means activity change below about -30%; further: on the % scale 0 is the no-effect control and ±100 the full control effect
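Fluorescence at 525 nm excitation and 598 nm emission measured inhibition of the coupled detection system without aldolase. Compounds (at 57.5 uM final) were preincubated 10 min at room temperature with coupling enzyme reagent before a 20 min substrate/AmpLite Red step.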
Menin-MLL TR inh = qHTS Assay for Inhibitors Targeting the Menin-MLL Interaction in MLL Related Leukemias: Competition With Texas Red Labeled MLL-derived Mutant Peptide. Menin + Texas Red MLL mutant peptide, fluorescence polarization. 270,000 tested, 0.23% active. O00255. Potency, µM (series often up to 61.6 µM), inactives show top-dose FP activity change, negative = inhibition, usual class: inhibitors; active means well fitted inhibition curve with a large enough effect in the polarisation, with a control signal flat, not every such curve was filed as active; inconclusive means small, poorly fitted or top-dose-only effect, or effect the other way, or a change in a side signal; inactive means no such curve, though single readings can be large or run the other way; the % refers to the polarisation; further: potency means the concentration at half of the fitted maximal effect; % of control where 0% means no effect; many of its hits are not listed in these tables
Tb PFK block = qHTS Assay to Find Inhibitors of T. brucei phosphofructokinase; ATP-dependent 6-phosphofructokinase (Trypanosoma brucei brucei), O15648; T. brucei PFK, ADP-Glo luminescence; Potency, µM (titrated, usually from 57.5 µM), for the others: at the highest dose activity, negative = inhibition, actives largely listed as inhibitors; 330,000 tested, 0.17% active; AID 485367, 2010;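 further: potency means the concentration at half of the fitted maximal effect; 0% = uninhibited 1x PFK enzyme wells and -100% = no-enzyme wells; nearly all actives have a fitted effect of over 60% in size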
Target sequence (O15648 whole entry, looked up): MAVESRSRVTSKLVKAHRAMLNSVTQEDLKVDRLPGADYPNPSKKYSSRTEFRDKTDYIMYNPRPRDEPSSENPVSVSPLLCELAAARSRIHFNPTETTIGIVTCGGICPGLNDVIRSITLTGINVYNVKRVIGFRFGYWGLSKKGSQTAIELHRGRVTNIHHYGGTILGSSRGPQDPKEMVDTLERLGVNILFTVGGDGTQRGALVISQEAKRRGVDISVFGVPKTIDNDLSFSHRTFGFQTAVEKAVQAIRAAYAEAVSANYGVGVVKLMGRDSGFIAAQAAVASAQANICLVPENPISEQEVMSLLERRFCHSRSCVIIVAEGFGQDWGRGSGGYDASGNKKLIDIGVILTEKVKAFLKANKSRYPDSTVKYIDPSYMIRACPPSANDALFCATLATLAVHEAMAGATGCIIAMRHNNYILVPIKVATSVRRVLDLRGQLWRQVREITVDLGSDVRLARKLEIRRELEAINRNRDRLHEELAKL
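PFK 1.25 nM, F6P 0.5 mM, ATP 0.1 mM, 0.1 M TEA pH 8.0, 5 mM MgCl2, 0.01% Tween20, 0.1% BSA; 45 min RT. ADP-Glo readout. qHTS titration up to 57 uM; curves fitted, compounds curve-classed.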
PKM2 act = qHTS Assay for Activators of Human Muscle isoform 2 Pyruvate Kinase | Pyruvate kinase PKM (Homo sapiens), P14618 | purified PKM2, Kinase-Glo ATP luminescence, activation; response scale: 0% is enzyme alone, no compound | 260,000 tested, 0.34% active | Potency, µM (series often up to 57.5 µM), for the others: at the highest dose activation, most hits filed as activators | AID 1631, 2009; further: potency means the concentration at half of the fitted maximal effect; on the % scale 0 is the no-effect control and ±100 the full control effect; nearly all actives have a fitted effect of over 55% in size
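hPK-M2, >95% pure; 0.1 mM ADP / 0.5 mM PEP final; imidazole pH7.2 buffer w/ 7 mM MgCl2, 50 mM KCl; 1 h RT; Kinase-Glo lum. Intermediate enzyme activity for dual inhibitor/activator qHTS.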
GALK inhibitor = qHTS Assay for Inhibitors of Human Galactokinase (GALK); 270,000 tested, 0.007% active; AID 1868, 2009; P51570; Purified GALK, Kinase-Glo residual ATP luminescence; Potency, µM (titrated, usually from 57.5 µM), inactives show at the top dose activity change, negative = inhibition, usual class: inhibitors; further: potency means the concentration at half of the fitted maximal effect; on the % scale 0 is the no-effect control and ±100 the full control effect
Target sequence (P51570 whole entry, looked up): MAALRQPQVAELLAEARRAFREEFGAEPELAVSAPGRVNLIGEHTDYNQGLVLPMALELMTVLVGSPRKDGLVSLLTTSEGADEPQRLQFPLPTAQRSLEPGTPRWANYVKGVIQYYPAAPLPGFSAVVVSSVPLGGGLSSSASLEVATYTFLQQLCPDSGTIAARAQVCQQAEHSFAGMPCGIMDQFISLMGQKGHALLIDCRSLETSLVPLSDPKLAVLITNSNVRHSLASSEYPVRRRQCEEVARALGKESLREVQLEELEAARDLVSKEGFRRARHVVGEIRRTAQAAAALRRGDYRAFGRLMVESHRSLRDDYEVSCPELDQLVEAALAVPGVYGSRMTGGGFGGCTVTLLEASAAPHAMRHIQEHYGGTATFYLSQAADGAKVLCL
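Quantitative HTS: GALK 5 nM, ATP 35 uM, galactose 100 uM, 1 h room temperature, then luciferase-based ATP detection.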
ASM inhibitor = Inhibitors of Secretory Acid Sphingomyelinase (S-ASM): qHTS. Sphingomyelin phosphodiesterase (Homo sapiens), P17405. placental ASM, HMU-PC fluorogenic substrate, 60 min. Potency, µM (titrated, usually from 57.5 µM), for the others: at the highest dose activity change, negative = inhibition, usual class: inhibitors. 340,000 tested, 0.006% active. AID 504937, 2011; further: potency means the concentration at half of the fitted maximal effect
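qHTS format. ASM enzyme prepared from human placenta hydrolyses the fluorogenic substrate HMU-PC0 (9 uM final) over 60 min at 37 °C after a 10 min compound preincubation.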
B2AR arrestin = qHTS assay of beta-arrestin-biased ligands of beta2-adrenergic receptor | beta-arrestin recruitment to beta2AR, cell-based reporter | 330,000 tested, 0.02% active | Potency, µM (titrated, usually from 46.1 µM), for the others: at the highest dose activation, hits mostly activators;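 further: potency means the concentration at half of the fitted maximal effect; 0% = DMSO controls and full agonism = EC100 isoproterenol or metaproterenol; nearly all actives have a fitted effect of over 65% in size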
Integrin act MD = qHTS for Activators of Integrin-Mediated Alleviation for Muscular Dystrophy | alpha7betagal myoblasts, beta-gal FDG fluorescence, 48 h | Potency, µM (top dose mostly 38.3 µM), for inactives: at the top dose activation, usual class: activators | 350,000 tested, 0.064% active;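 further: potency means the concentration at half of the fitted maximal effect; 100% = response of the positive control SU9516; nearly all actives have a fitted effect of over 60% in size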
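Alpha7betagal+/- myoblasts (passage 13) were plated 16-24 hr, then exposed to compounds (1:260 dilution of DMSO stock) for 48 hours at 37C. After MPER lysis, β-galactosidase reporter activity was read as FDG fluorescence (ex 480/em 540) after 30 minutes.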
Starred values were filed as active, the others as inactive; ? = inconclusive; . = no result given; [ ] = remark or other dose. Unless noted, the call rests on the fitted dose curve; in most records, active means well fitted curve in the direction sought with a large enough effect; inconclusive means small, poorly fitted or top-dose-only effect, or another doubt; inactive means no such curve, though single readings can be large; an effect the other way counts as inactive or inconclusive. An excerpt; the hit share may differ from the screen's.

The first 4 entries, to show the layout:
SMILES	Giardia killer	BCR signal inh	TSG101-PTAP inh	Coupling enz	Menin-MLL TR inh	Tb PFK block	PKM2 act	GALK inhibitor	ASM inhibitor	B2AR arrestin	Integrin act MD
CC(c1ccccc1)n1cc(C(=O)NCC2CCCO2)nn1 (centres undefined)	-12	8%	-8%	2	6%	-4%	-5%	0%	2%	-0.7%	7%
CCC(CO)Oc1cc(NCc2ccccc2)c2ncn(C(C)C)c2c1 (centres undefined)	3	?	3%	.	.	3%	.	.	11%	-0.1%	-23%
Cc1cc(C)cc(NC(=O)CCn2cnc3cc(C)c(C)cc32)c1	3	-4%	0%	-1	1%	-3%	-14%	7%	-3%	0.4%	19%
CCN(CC)C(=O)CSc1nnc([C@H](Cc2c[nH]c3ccccc23)NC(=O)OC(C)(C)C)o1	3	-2%	-2%	-2	4%	3%	2%	2%	-1%	-0.3%	0%

The listing, repeating the preview:
SMILES	Giardia killer	BCR signal inh	TSG101-PTAP inh	Coupling enz	Menin-MLL TR inh	Tb PFK block	PKM2 act	GALK inhibitor	ASM inhibitor	B2AR arrestin	Integrin act MD
CC(c1ccccc1)n1cc(C(=O)NCC2CCCO2)nn1 (centres undefined)	-12	8%	-8%	2	6%	-4%	-5%	0%	2%	-0.7%	7%
CCC(CO)Oc1cc(NCc2ccccc2)c2ncn(C(C)C)c2c1 (centres undefined)	3	?	3%	.	.	3%	.	.	11%	-0.1%	-23%
Cc1cc(C)cc(NC(=O)CCn2cnc3cc(C)c(C)cc32)c1	3	-4%	0%	-1	1%	-3%	-14%	7%	-3%	0.4%	19%
CCN(CC)C(=O)CSc1nnc([C@H](Cc2c[nH]c3ccccc23)NC(=O)OC(C)(C)C)o1	3	-2%	-2%	-2	4%	3%	2%	2%	-1%	-0.3%	0%
Cc1cccc(OCC(=O)Nc2ccc(N3CCN(C(=O)c4ccco4)CC3)cc2)c1C	-10	-2%	-5%	2	-3%	0%	3%	-2%	-2%	0.3%	-34%
O=S(=O)(NCc1ccc2c(c1)OCO2)c1ccc2c(c1)oc1ccccc12	-15	1%	0%	-8	12%	-2%	3%	0%	-18%	-0.6%	1%
CC1(c2nnc(-c3ccc(F)cc3)o2)CC(c2ccc(F)cc2)=NO1 (centres undefined)	-25	-9%	-1%	-5	.	3%	-3%	5%	0%	-0.2%	13%
CCCOc1ccc(-c2nc(C#N)c(NCC3CCCO3)o2)cc1 (centres undefined)	2	-8%	-3%	1	3%	-4%	11%	0%	5%	-1.2%	-14%
COc1ccc(NC(=O)CN(C)C(=O)c2ccc3ccccc3n2)cc1	12	0%	-1%	.	.	-4%	.	.	-1%	-0.6%	-14%
CCN1CCN(c2nc(Nc3ccccc3)nc(N)c2[N+](=O)[O-])CC1	-6	?	0%	6	-2%	0%	-3%	-2%	1%	0.5%	2%
COc1cccc(CNC(=O)[C@@H](C)N2C(=O)N3CCc4c([nH]c5ccc(OC)cc45)C3(C)C2=O)c1 (some centres undefined)	6	?	-1%	-1	14%	-1%	-1%	.	-5%	-0.1%	-5%
COC(=O)c1ccc(COC(=O)CNC(=O)c2ccc(C)s2)cc1	11	1%	-2%	.	.	6%	.	.	-7%	-1.0%	-32%
CCN(CC)CCN(C(=O)c1ccc2c(c1)CCCC2)c1nc2c(C)cccc2s1	10	0%	2%	-5	?	3%	-1%	-4%	-11%	0.0%	-46%[inhibitor]
COc1ccccc1-n1cnnc1SCC(=O)N1CCN(S(=O)(=O)c2ccccc2)CC1	-18	?	-4%	3	-4%	1%	16µM*	0%	3%	-0.7%	28%
Cc1ccc(C(=O)N2CCC(C)CC2)cc1C	?	-4%	0%	3	4%	1%	-3%	0%	0%	-1.6%	0%
Nc1ccc(C(O)(C(F)(F)F)C(F)(F)F)cc1	-24	0%	-3%	-1	3%	-2%	-13%	2%	5%	0.0%	11%
COc1ccc(-c2ccc3c(c2)S(=O)(=O)c2cccc(C(=O)NC[C@@H]4CCCO4)c2C3=O)cc1OC	1	-1%	-1%	.	.	20%	.	.	-7%	0.2%	-20%
O=c1ccnc(SCc2ccccc2Cl)[nH]1	-10	?	-4%	10	18%	19%	1%	-4%	-1%	0.3%	-14%[7.66 µM]
CCCCc1c(O)nc2sccn2c1=O	-4	4%	-2%	-5	1%	4%	-1%	2%	4%	-1.2%	-12%
COCc1ccc(C(=O)N(C)CC2CCCN(CCc3ccccc3F)C2)o1 (centres undefined)	8	0%	-4%	2	11%	23%	-11%	-2%	-1%	0.5%	-22%
O=C(c1cccc([N+](=O)[O-])c1)N1CCCC(C(=O)N2CCc3ccccc3C2)C1 (centres undefined)	-2	4%	4%	1	-14%	-1%	.	2%	0%	0.0%	8%
N#CC1=C(N)Oc2ccc3ccc(O)cc3c2C1c1cccnc1 (centres undefined)	-2	-7%	-4%	0	-8%	0%	7%	2%	1%	-0.7%	-22%
Cc1ccc2oc(=S)n(C)c2c1	-9	?	-4%	2	-2%	-8%	2%	.	4%	-0.7%	18%
O=C(C[n+]1cc[nH]c1)c1ccc(Cl)cc1	21	-2%	-1%	0	7%	1%	3%	-4%	6%	-0.7%	11%
COc1cc2c(cc1NC(=O)COC(=O)C(CCSC)NC(=O)c1ccccc1Cl)oc1ccccc12 (centres undefined)	-18	0%	-7%	1	3%	-3%	3%	0%	-16%	-0.1%	-9%
(further entries)
SMILES	Giardia killer	BCR signal inh	TSG101-PTAP inh	Coupling enz	Menin-MLL TR inh	Tb PFK block	PKM2 act	GALK inhibitor	ASM inhibitor	B2AR arrestin	Integrin act MD
CC(=O)c1cccc(N2C(=NC(=O)COc3ccccc3)SC3CS(=O)(=O)CC32)c1 (centres undefined)	-7	5%	-4%	2	11%	-2%	.	-10%	5%	-0.5%	30%
COc1ccccc1NC(=O)Nc1cc(C(C)(C)C)nn1C	7	-2%	-1%	0	.	-1%	-5%	-2%	1%	-0.1%	-11%
CCOC(=O)C1=C(CC)Nc2ccccc2N=C1NC(=O)c1ccc(S(=O)(=O)N2CCCC2)cc1	-14	-3%	3%	0	-11%	-4%	-1%	-2%	1%	0.8%	1%
CCn1c(SCC(=O)Nc2nccs2)nnc1-c1ccccn1	-12	7%	1%	.	.	-14%	-2%	2%	.	-1.3%	-1%
CCc1nnc(NC(=O)c2ccc(S(=O)(=O)N(CC(C)C)CC(C)C)cc2)o1	-12	-7%	-11%	10	2%	-3%	5%	0%	-2%	-0.3%	-23%
NC1=NC[C@H](Cc2ccc(O)cc2)N1CCCCC1CCCCC1	12	?	-8%	-1	.	3%	0%	-1%	-12%	-0.4%	-9%
O=C(O)c1cc2c(cc1NC(=O)c1c(F)cccc1Cl)OCCCO2	-7	2%	3%	1	50%[activator]	3%	0%	-1%	8%	-0.4%	2%
O=S(=O)(Nc1nc2ccccc2[nH]1)c1ccc(Cl)cc1	10	-1%	-1%	-3	8%	-2%	2%	2%	-2%	-0.2%	12%[7.66 µM]
COc1ccc(OC)c(S(=O)(=O)N2CCC(C(=O)NC(C)c3ccccc3)CC2)c1 (centres undefined)	-15	-1%	2%	-3	-11%	0%	-3%	0%	4%	0.5%	6%
CC(C)(C)OC(=O)N[C@@H](C(=O)OC(C)(C)C)c1ccc(C(F)(F)F)cc1	28	5%	-2%	.	.	-2%	.	.	-2%	0.3%	34%
O=C1CCCN1c1ccc(CNS(=O)(=O)c2ccc(F)cc2)cc1	16	0%	1%	1	-6%	6%	2%	0%	-4%	-0.6%	44%
